# Assay outcomes: PubChem, Small Molecule Screening Facility, UW Madison
# SSB-PriA inh = inhibitors of Klebsiella pneumoniae PriA binding to SSB C-terminal tail, primary screen, biochemical, AlphaScreen. PriA–SSB C-terminal tail interaction (Klebsiella pneumoniae). AlphaScreen SSBct-PriA binding, biotinylated peptide. inhibition, % at 33 µM. hit rate 0.6% among 430,000; in the data active = inhibition mostly above about 37%, no sharp cut-off; inactive = mostly below about 20%;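 also: plate controls were negative control peptide for no effect and reference peptide for full effect; strong numbers were not always called active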
# Starred values were filed as active, the others as inactive; & = joins results of further samples. An excerpt; count on the stated rates, not on these rows.
smiles,SSB-PriA inh
CCOc1ccc(C=NNc2nc(N3CCCC3)nc(N3CCCC3)n2)cc1OC,-15
COc1ccc2cc(C(=O)NCC(O)c3cccn3C)[nH]c2c1 (configuration not stated),8
Cc1cc(=O)[nH]c(-n2nc(C)c(CCC(=O)Nc3ccc(Oc4ccccc4)cc3)c2C)n1,13
O=C(NC[C@@](O)(c1ccccc1)C1CC1)Nc1ccc2c(c1)OCO2,2
O=C(C1CC=CCC1)N1CCN(CC(O)C2CC2)CC1 (configuration not stated),-1
O=C1CN(Cc2ccccc2Cl)C2CS(=O)(=O)CC2N1c1cccc(Cl)c1 (configuration not stated),-16
CC1(C)CC(NC(=O)C23CCC(C2)C(C)(C)C3=O)CC(C)(C)N1 (configuration not stated),-4
CC(=O)Nc1ccc(C(=O)NCCNS(=O)(=O)c2c(C)cc(C)cc2C)cc1,-15
O=C(CNC(=O)c1ccccc1F)NN=Cc1cccnc1,-1
Cc1ccccc1Cn1cnc2c(cnn2CCNC(=O)COc2ccc(Cl)cc2Cl)c1=O,11
Cc1ccc(Cl)cc1NC(=O)Cn1c(C)cc(C)c(-c2nc(-c3ccc4c(c3)OCO4)no2)c1=O,-8
CC(C)=CCC/C(C)=C/C=NNC(=O)c1ccccc1[N+](=O)[O-],17
Cc1cc(N2CCN(C3=NCC(C)(C)S3)CC2)n2c(nc3ccccc32)c1C#N,-10&-9
CCOC(=O)N1CCC(NC(=O)CCc2csc(NC(=O)Nc3ccccc3)n2)CC1,-9
COc1ccc2ccccc2c1CCC(=O)N1CC(n2cc(COc3ccccc3)nn2)C1,2
COc1ccc(-c2cn(CC(=O)N3CCN(c4ccccc4OC)CC3)nc2N(C)C)cc1,13
O=C(NNC(=O)c1c(F)cccc1Cl)c1ccc(=O)n(Cc2ccc(Cl)cc2)c1,5
O=C1c2cccc3cccc(c23)C(=O)N1CCN1CCN(C(=O)C23CC4CC(CC(C4)C2)C3)CC1,-3
CCCCC1CCC(C(=O)Nc2nnc(-c3ccc(F)cc3)s2)CC1 (configuration not stated),0
CCOC(=O)c1ccsc1NC(=O)c1ccc(N2C(=O)CCC2=O)cc1,-16
COc1ccc(-c2nc(C)c(-c3ccc(SCC(=O)OCc4ccccc4)nn3)s2)cc1,-10
Clc1ccccc1-c1nnc(SCc2cccnc2)o1,-4
CCOc1cccc(-c2c(C(=O)NN=C(C)c3ccncc3)nnn2-c2nonc2N)c1,-3
C=CCN1C(=O)C(C)(C)COc2ccc(NC(=O)Cc3cccc(C)c3)cc21,1
CC(=O)c1ccc(S(=O)(=O)Nc2cc(-c3nc4cccnc4s3)ccc2C)cc1,10
Cc1cc(N(C)C)nc(Nc2ccc(NC(=O)c3cccc(F)c3)cc2)n1,-8
Cc1cccc(C)c1N1CC(C(=O)O)CC1=O (configuration not stated),-7
O=C(NCc1cccnc1)c1c[nH]c2c(C(F)(F)F)cccc2c1=O,-14&-9
O=C(c1cc2ccccc2o1)N1CCN=C1SCc1cccc(Cl)c1,-2
COc1cccc(-c2ccc(=O)n(CCCC(=O)Nc3ccc(OC)cc3OC)n2)c1,6
CCN1C(=O)NC2(CCN(CC(=O)Nc3nc4ccccc4s3)CC2)C1=O,6&9
CC(C)NC(=O)C1CCN(c2nc3ncn(CC(=O)N[C@H]4CCc5ccccc54)c(=O)c3s2)CC1,-9

# Structures above that have a Cl atom:
smiles,SSB-PriA inh
O=C1CN(Cc2ccccc2Cl)C2CS(=O)(=O)CC2N1c1cccc(Cl)c1 (configuration not stated),-16
Cc1ccccc1Cn1cnc2c(cnn2CCNC(=O)COc2ccc(Cl)cc2Cl)c1=O,11
Cc1ccc(Cl)cc1NC(=O)Cn1c(C)cc(C)c(-c2nc(-c3ccc4c(c3)OCO4)no2)c1=O,-8
O=C(NNC(=O)c1c(F)cccc1Cl)c1ccc(=O)n(Cc2ccc(Cl)cc2)c1,5
Clc1ccccc1-c1nnc(SCc2cccnc2)o1,-4
O=C(c1cc2ccccc2o1)N1CCN=C1SCc1cccc(Cl)c1,-2

# Later entries:
smiles,SSB-PriA inh
COc1ccc(Cl)cc1C(=O)NCCS(=O)(=O)N1CCN(c2ccccn2)CC1,-5
Cc1cccc(C(=O)Oc2ccc(C=NNC(=O)c3ccccc3O)cc2)c1,-7
COc1ccc(Cc2nnc(C3CCN(C(=O)c4cccs4)CC3)s2)cc1,-1
COc1ccc(C)cc1NC(=O)C(=O)NCC1CCN(C(C)C)CC1,-1&3
COc1ccc(-c2ccc(/C=C3\SC(=S)N(C(CCC(=O)O)C(=O)O)C3=O)o2)c([N+](=O)[O-])c1 (configuration not stated),36
CS(=O)(=O)N1CCCC1C(=O)Nc1nnc(-c2cccc(Cl)c2)o1 (configuration not stated),0
O=C(CN1CCN(Cc2nc3ccccc3[nH]2)CC1)N1CCCCC1,-1&0
Cn1cccc1C(O)CNC(=O)C1CCN(S(C)(=O)=O)CC1 (configuration not stated),-19
COc1ccc(-c2csc(N)n2)c(OC)c1,0
Cc1cc(NC(=O)c2ccc(Cc3ccccc3)cc2)n(C(C)C)n1,12
CCCCOC(=O)c1ccc(OC(=O)c2cncc(Br)c2)cc1,2
CCOC(=O)NCCc1ccoc1,4
CS(=O)(=O)N1CCCCC1C(=O)N1CCCc2ccccc21 (configuration not stated),-17
O=C(NN=Cc1cc2c(cc1Br)OCO2)c1cc2ccccc2o1,5
CC(=O)C(=NNc1cccc(Cl)c1)N1CCOCC1,7
CC(C)Sc1ccc(C(=O)N(Cc2cccnc2)c2nc3c(F)cccc3s2)cc1,-11
Cc1cc(C)n(CCNC(=O)c2ccc(-n3cncn3)nn2)n1,-6
N#Cc1cc2c([nH]c1=O)CCN(C(=O)c1cc3ccccc3s1)C2,-10
CCS(=O)(=O)c1ccc(C(=O)Nc2nc(-c3cc4cc(OC)ccc4o3)cs2)cc1,-4
O=C(Cc1csc2nc(-c3ccc(F)cc3)cn12)Nc1ccc(F)c(Cl)c1,-16
COc1cc(CN2CCC(c3cccs3)CC2)cc(OC)c1,-12
CN1CCc2cc(C(CNC(=O)NCc3ccc(F)cc3)N3CCCC3)ccc21 (configuration not stated),8
O=S(=O)(Nc1ccncc1)c1ccc(-c2ccc(Cl)cc2)cc1,-6
O=C(NCc1cnn2ccccc12)c1ccc(OC(F)(F)F)cc1,-1
CC(C)CCn1c(C(O)c2ccccc2)nc2ccccc21 (configuration not stated),7
CN1CCc2c(sc(NC(=O)c3ccc4c(c3)OCO4)c2C(N)=O)C1,-29
Cc1cc(O)cc2c1C(=O)/C(=C/c1ccccc1F)O2,-8
Cc1ccc(S(=O)(=O)Nc2c(C)nc(N(C)C)nc2C)cc1C,0
COc1cc(NS(=O)(=O)c2ccc(NC(=O)c3ccc(Br)s3)cc2)ncn1,-9
O=C(NCC(=O)N1CCC[C@H](Cc2nc(C3CC3)no2)C1)OCc1ccccc1,-15
CCn1cc(C=NNC(=O)c2ccc(Cl)cc2)cn1,4
Cc1nc(-c2ccccc2)sc1C(=O)NCCOc1ccc(F)cc1,-17

# Look-ups from the entries so far.
# `O=C(NCC(=O)N1CCC[C@H](Cc2nc(C3CC3)no2)C1)OCc1ccccc1` | SSB-PriA inh: -15
# `CN1CCc2c(sc(NC(=O)c3ccc4c(c3)OCO4)c2C(N)=O)C1` | SSB-PriA inh: -29
# `Cc1nc(-c2ccccc2)sc1C(=O)NCCOc1ccc(F)cc1` | SSB-PriA inh: -17

# Remaining list, next part:
smiles,SSB-PriA inh
COc1ccc(C=NN=C(N)c2nonc2N)cc1,11
O=C(NCC(c1ccco1)N1CCN(c2ccc(F)cc2)CC1)c1cc(C2CC2)on1 (configuration not stated),-13
COc1cc(C=NNC(=O)CN2CCCCC2)ccc1OCc1ccccc1,-2
CCCCNC(=O)Cc1csc(SCc2ccc(Br)cc2)n1,-20
O=C(c1ccccc1F)N1CCN(c2ccc(NCC3CCCO3)nn2)CC1 (configuration not stated),-3
CC1CCC(C(C)C)C(OP(N)(=O)OC2CC(C)CCC2C(C)C)C1 (configuration not stated),-10
CC1Cc2ccccc2N1C(=O)Cc1csc(NC(=O)c2ccc(=O)[nH]c2)n1 (configuration not stated),117
CSc1ccccc1CN1CCC(CN)CC1,-6
CCc1ccccc1NC(=O)CSc1ncc(-c2ccc(C)c(C)c2)o1,-18
CCOc1ccc(Nc2cc(C)nc3c4c(C)cc(C)nc4nn23)cc1,-1
Cc1oncc1C(=O)N1CC(Oc2nccs2)C1,-13
Cc1cc(C)cc(-n2ccn(CC(=O)Nc3ccccc3F)c(=O)c2=O)c1,-9
O=C(NC1CCCCC1)N1CCN(Cc2cnc3ccccn23)CC1,-10
Cc1cc(C)c(S(=O)(=O)N2CCN(c3ccc(Cl)c(Cl)c3)CC2)cc1C,4
CN(C)C=Nc1c(C#N)cnn1-c1ccc(C(F)(F)F)cn1,0
COc1ccc(C(=O)Oc2cccc(C=NNC(N)=S)c2)cc1,2
NC(=NOC(=O)CCCc1ccccc1)c1ccccn1,-16
CCOC(=O)C(CC)(CC)C(C)=NNC(=O)CC#N,-16
Cc1ccc(C)c(-c2cc3c(SCC(=O)OC(C)C)nccn3n2)c1,-12
O=C1Cc2cc(NS(=O)(=O)c3cccs3)cc3c2N1CCC3,5
COc1ccc(CNC(=O)C(=O)Nc2ccc(OC)cc2)cc1,-8
CCOc1ccc(NC(=O)CSc2oc(-c3ccc(C)cc3)nc2S(=O)(=O)c2ccccc2)cc1,-22
Cc1nc2ccc(C(F)(F)F)cc2[nH]1,-18
Cc1ccsc1C=NNC(=O)c1ccc(-n2cccc2)cc1,-4
COc1ccc(CCC(=O)N2CCC(CSc3ccccn3)CC2)cc1,-1
O=C(NCCn1ccn2nccc12)c1cc(-c2ccccc2)on1,-9
CC(=O)Nc1ccc(S(=O)(=O)N2CCCC[C@H]2C(=O)O)cc1,-28
CCCCNC(=O)c1ccc(-n2ccnc2SCC(=O)Nc2ccc(F)cc2Cl)cc1,23
O=C(CSC1CCCC1)Nc1ccc(CC(=O)N2CCOCC2)cc1,-13
CCCc1cc(=O)n(CC(=O)N(CC)c2ccccc2)cn1,-6
COC(=O)c1ccc(Cn2nc(C3CCN(S(C)(=O)=O)CC3)n(C)c2=O)cc1,-26
O=C(NCC1(c2ccsc2)CCCC1)Nc1ccccc1F,-6
COc1ccc(CNC(=O)NCCn2cncc(C)c2=O)cc1OC,-11
CCN(c1ccccc1)S(=O)(=O)c1ccc(C(=O)Nc2cc(C)nn2C)cc1,-2
Cc1ccc2nc(NC(=O)CSc3ccc(-c4ccco4)nn3)sc2c1,-4
ON=Cc1nc2cc(Cl)ccc2o1,-4
Cc1occc1C(=O)NN=Cc1ccc(Br)s1,-1
CSc1ncccc1C(=O)N1CCC(CNC(=O)c2cc(-c3ccco3)on2)CC1,-8
NC(CC(=O)Nc1cccc(C(F)(F)F)c1)=NO,-6
O=C(c1cccc(Cl)c1)N1CCC(Oc2nc3ccccc3o2)CC1,-17
C=CCn1c(SCC(=O)NC[C@H]2CCCO2)nc2scc(-c3ccc(Cl)cc3)c2c1=O,-6
O=C(Nc1ccccc1F)c1nc(-c2cnccn2)no1,-2
O=C(COc1ccc(Cl)cc1)N1CCC(Cn2ccnc2-c2ccccc2)CC1,7
CCN1/C(=C\C(=O)c2cccc([N+](=O)[O-])c2)Sc2ccccc21,13
CCSc1nc2ccccc2n1C(=O)/C=C/c1cccs1,-4
COC(=O)Nc1nc2c(s1)CN(C(=O)NC(c1ccccc1)c1ccccc1)CC2,-6
COc1ccc(-n2nncc2CN2CCN(Cc3c(F)cccc3Cl)CC2)cc1F,-15
Cc1ccc2c(c1)OCC(=O)N2Cc1nc(-c2cccc(C(F)(F)F)c2)no1,-9
CCOC(=O)C1CCN(c2c(S(=O)(=O)c3ccccc3)cnc3ccc(OCC)cc23)CC1,4
O=C(Cn1cnc2ccccc21)N1CCC(c2nnc(C3CC3)o2)CC1,4
Cc1cc(=O)[nH]c(SCCCCCCCCCCSc2nc(C)cc(=O)[nH]2)n1,-7
COc1ccccc1[C@H](CNC(=O)Cc1c(C)noc1C)OC,-12
O=C(Cn1cc(S(=O)(=O)Cc2ccccc2F)c2ccccc21)NC1CCCC1,-3
CCOC(=O)N1CCC(NC(=O)Cc2csc(NC(=O)c3ccc(=O)[nH]c3)n2)CC1,-7&-7
CCOc1ccc(C(=O)NCCn2ncc3c(=O)n(Cc4ccc(F)cc4)cnc32)cc1,-5
COc1cc(C=NNC(=O)C2(O)c3ccccc3-c3ccccc32)ccc1O,-7

# (next part)
smiles,SSB-PriA inh
COc1cccc(NC(=S)Nc2ccc(OC)cc2OC)c1,3
Cn1nc(C(=O)NCCn2nc(-c3ccco3)n(C3CC3)c2=O)ccc1=O,-30
O=C(NCc1ccccc1Cl)C(=O)NCC1OCCN1S(=O)(=O)c1ccc2c(c1)OCCO2 (configuration not stated),-6
CN(C)Cc1c(C(=O)NN=Cc2ccccc2OCc2ccc(F)cc2)nnn1-c1nonc1N,-4
Cc1ccc2sc(N(CCCN3CCOCC3)C(=O)c3cccs3)nc2c1C,-12
O=C1OCc2ccc(F)cc21,-6
NC(=O)c1oc2ccccc2c1NC(=O)c1ccno1,-8&7
S=c1sc2ccccc2n1CN1CCN(Cc2ccccc2)CC1,-8
O=C(C[C@H]1C/C=C/CC[C@@H](Cc2ccc(F)cc2)C(=O)OC[C@H]2CCCN2C1=O)NCCO,-12
CS(=O)(=O)N1CCC(c2nn(Cc3ccc(F)cc3)c(=O)n2-c2cccs2)CC1,-24
O=C(NCCOc1ccc(-c2ccccn2)nn1)c1ccco1,116*
